# Apaf-1 inh – blocks human Apaf-1 apoptosome activity; reconstituted apoptosome caspase-3 activity, DEVD-Rh110 fluorescence; inhibition, % at 20 µM; 330,000 tested, 0.71% active; active = inhibition of at least 40% at 20 µM;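 also: plate controls were DMSO wells for no effect and DEVD-CHO caspase inhibitor wells for full effect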
#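 Assay system – apoptosome proteins · Medium – Hepes buffer, pH 7.5 · Also added – cytochrome c with DEVD-Rh110 · Timing – 30 min compound preincubation, 50 min activation, room temperature · Detection – Rh110 fluorescence, excitation 480 nm, emission 540 nm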
# SENP1 inh – SENP1 (human) catalytic domain inhibition. recombinant SENP1 catalytic domain, CyPet-SUMO1-YPet FRET cleavage. inhibition, % at 10 µM. 360,000 tested, 0.21% active;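 active = inhibition at least 30% at 10 µM, raw YFP signal under a set limit, fluorescence ratio 0.5 to 1.5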;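 also: 0% = enzyme with DMSO and 100% = no enzyme wells; some results filed as inactive read as strong as hits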
# Target sequence (Q9P0U3 419-644 limits assumed): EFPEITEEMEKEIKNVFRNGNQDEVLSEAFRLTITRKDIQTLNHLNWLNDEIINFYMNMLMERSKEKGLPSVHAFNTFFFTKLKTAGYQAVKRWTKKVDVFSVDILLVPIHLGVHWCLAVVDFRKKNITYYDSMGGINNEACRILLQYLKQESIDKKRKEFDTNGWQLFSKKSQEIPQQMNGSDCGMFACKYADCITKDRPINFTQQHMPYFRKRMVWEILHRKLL
#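 material = recombinant human SENP1 catalytic domain, His6-tagged | quantity = 20 pM enzyme | reagent = 25 nM SUMO1 FRET substrate | compound dosing = 10 µM single point, 0.5% DMSO | timing = 50 min enzyme reaction, room temperature, light-protected | detection = FRET, CFP and YFP emission | control set = no-enzyme low, enzyme-DMSO high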
# SENP6 inh – SENP6 protease inhibition; Recombinant SENP6 catalytic domain, aminoluciferin luminescence; inhibition, % at 10 µM; 330,000 tested, 1.8% active;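 active = inhibition above about 50% at the single tested dose, limit read from the data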;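 also: plate controls were DMSO wells with enzyme for no effect and DMSO wells lacking enzyme for full effect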
# SENP8 block-1 – SENP8 protease inhibition. Q96LD8. purified SENP8, Z-RLRGG-aminoluciferin cleavage, luminescence. inhibition, % at 10 µM. 330,000 tested, 1.2% active. AID 2540; in the data active = inhibition above about 50%
# Target sequence (Q96LD8 whole entry, looked up): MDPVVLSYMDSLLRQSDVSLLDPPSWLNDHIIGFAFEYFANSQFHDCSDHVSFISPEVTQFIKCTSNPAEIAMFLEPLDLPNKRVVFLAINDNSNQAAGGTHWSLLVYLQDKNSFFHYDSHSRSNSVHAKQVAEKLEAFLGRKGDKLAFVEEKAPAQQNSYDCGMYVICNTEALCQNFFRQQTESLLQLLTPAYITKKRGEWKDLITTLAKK
# SENP8 block-2 – blocks human SENP8 cleavage of Nedd8 substrate; Q96LD8; recombinant SENP8, Nedd8 substrate fluorescence; inhibition, % at 20 µM; 360,000 tested, 0.64% active; AID 602440; in the data active = inhibition mostly above about 40%, no sharp cut-off; inactive = mostly below about 27%
# HKDC1 inh – blocks human hexokinase HKDC1 activity; recombinant HKDC1, G6PDH/diaphorase resazurin coupled fluorescence; inhibition, % at 20 µM; 340,000 tested, 0.16% active;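 active = inhibition above about 35% when tested at 20 µM, limit read from the data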;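 also: plate controls were DMSO wells with enzyme for no effect and DMSO wells lacking enzyme for full effect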
#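 Assay system: in-house recombinant HK5 (HKDC1) enzyme. Input: HKDC1 at 5 µg/mL. Medium: Tris pH 8.0 buffer with MgCl2, Tween-20, BSA, BME. Dosing: single 20 µM dose. Schedule: 90 min reaction incubation at room temperature, dark. Signal: resazurin-to-resorufin fluorescence via G6PDH and diaphorase coupling, 525/613 nm. Controls: DMSO-enzyme wells negative, buffer-substituted wells positive.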
# NALP3 yeast inh – blocks the NALP3 inflammasome reconstituted in yeast. AID 2825. Yeast reconstituted NLRP3/ASC/caspase-1, beta-gal luminescence, 24 h. inhibition, % at 10 µM. 330,000 tested, 0.39% active;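 active = inhibition of 50% or more; inactive = inhibition below 50%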;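 also: plate controls were induced DMSO wells for no effect and uninduced yeast grown without galactose for full effect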
# PfG6PD inh – PfG6PD (Plasmodium falciparum) enzyme inhibition; PfGluPho enzyme, NADPH resazurin-diaphorase fluorescence; inhibition, % at 20 µM; 350,000 tested, 0.78% active; AID 504690;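 active = inhibition reaching at least a set limit at 20 µM in the primary screen, cut at about 59% in these data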;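 also: 0% = DMSO wells with substrate and 100% = DMSO wells lacking glucose-6-phosphate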
# SENP7 inh – SENP7 protease inhibition; recombinant SENP7, Z-RLRGG-aminoluciferin luminescence, 40 min; Q9BQF6; 330,000 tested, 1.5% active; AID 434973; inhibition, % at 5 µM;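 active = inhibition above about 50% at the single test dose, limit read from the data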;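 also: plate controls were DMSO with enzyme for no effect and no enzyme buffer wells for full effect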
# Target sequence (Q9BQF6 706-1050 limits assumed): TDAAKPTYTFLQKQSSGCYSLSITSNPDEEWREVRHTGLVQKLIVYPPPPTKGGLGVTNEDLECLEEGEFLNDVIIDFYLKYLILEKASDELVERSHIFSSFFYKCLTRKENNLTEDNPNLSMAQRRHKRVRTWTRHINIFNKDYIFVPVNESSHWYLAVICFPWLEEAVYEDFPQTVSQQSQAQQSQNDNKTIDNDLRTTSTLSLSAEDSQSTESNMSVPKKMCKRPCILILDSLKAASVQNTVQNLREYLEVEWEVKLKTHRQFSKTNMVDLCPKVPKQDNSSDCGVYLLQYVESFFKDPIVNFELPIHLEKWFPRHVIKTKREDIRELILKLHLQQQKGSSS
# * = called active by the depositor; / = not tested or not shown.
SMILES,Apaf-1 inh,SENP1 inh,SENP6 inh,SENP8 block-1,SENP8 block-2,HKDC1 inh,NALP3 yeast inh,PfG6PD inh,SENP7 inh
CCOC(=O)CCCNC(=O)COC(=O)c1cc(Br)c(Br)s1,-3,4,-5,1,-4,-10,32,-3,-2
Cc1cc(Br)ccc1S(=O)(=O)n1ccnc1C,-7,2,-4,-1,0,-5,22,11,1
COc1ccc(-c2nc(=S)[nH][nH]2)cc1,-2,2,-10,-4,7,-7,15,29,2
COC(=O)c1ccc(N2CCN(S(=O)(=O)c3ccc(Br)cc3)CC2)c([N+](=O)[O-])c1,15,1,6,0,28,-1,16,5,-5
CCOc1ccc(N=Nc2ccc(O)c3ncccc23)cc1,7,6,-8,-13,37,-33,7,-5,3
COc1ccc2[nH]c(=O)c(CN(CCCN(C)C)C(=O)Nc3ccc(F)cc3)cc2c1,1,2,-1,1,-441,-4,-6,-3,0
O=C1N[C@@H](Cc2ccccc2)C(=O)N2CCC[C@@H]12,-13,2,5,0,20,-2,-1,-26,8
Cc1ccc(N=C2NC(=O)S/C2=C\c2ccco2)cc1,-8,-26,4,7,5,0,13,-5,-5
O=C(Nc1ccc(NC(=O)C2CC2)nc1)c1cccnc1,2,1,4,2,13,-6,4,13,7
OC1CCCN(CC(O)COC(c2ccccc2)c2ccccc2)C1 (stereo not given),-19,0,-10,-2,7,-4,-5,-7,-4
CCCCN1C(=S)SC(C)(C)C1/[N+]([O-])=C/c1ccc(S(=O)(=O)NC)cc1 (stereo not given),-21,1,-16,-6,27,-2,-5,4,-5
O=C(Nc1ccc2c(c1)OCO2)C(c1ccc(Cl)cc1)N1CCC2(CC1)OCCO2 (stereo not given),5,0,-1,2,7,2,-15,2,5
Cc1nc(C)c(Oc2ccc(Cl)cc2Cl)c(=O)[nH]1,-4,1,-6,-2,4,-3,7,-13,6
Fc1ccccc1OCCSc1ncnc2nc[nH]c12,-6,2,-6,-2,17,-11,15,-10,5
O=C(Nc1ccccc1N1CCN(C(=O)c2ccc(Cl)cc2)CC1)c1cc2ccccc2o1,31,1,-5,-9,4,-2,0,8,-4
CC(=O)Nc1ccc(NC(=O)CCOc2cc(C)ccc2C)cc1,7,-1,-5,0,6,-5,26,-14,-3
O=C(NCc1ccccc1Br)c1cccc2c1C(=O)c1ccc(-c3ccc(OC(F)(F)F)cc3)cc1S2(=O)=O,5,-14,0,-12,-4,-6,14,-8,-10
CCn1c(N2CCN(C(=O)c3ccco3)CC2)nc2ccccc21,-8,1,0,-6,7,-5,9,-1,10
COc1ccc(C(=O)N2CCc3c([nH]c4ccccc34)C2C(F)(F)F)cc1 (stereo not given),10,0,-2,7,24,7,20,16,9
N/C(=N\OC(=O)/C=C/c1ccccc1Cl)c1ccccn1,-7,-1,95*,86*,-12,10,7,-6,89*
Cc1n[nH]c(C)c1S(=O)(=O)N1CCN(C(=O)c2ccco2)CC1,6,2,-8,-7,10,-4,1,-9,12
O=C(CNC(=O)c1ccccc1)OCN1C(=O)c2ccccc2C1=O,/,4,/,/,21,1,/,-10,/
COCCNc1nc(C)cc(-c2cc(C(=O)NCc3ccccc3)on2)n1,2,2,-12,-3,-293,-3,20,-13,4
C=CCn1c(Oc2ccc(C(=O)OC)cc2)nc2c1c(=O)n(C)c(=O)n2C,3,1,-12,-4,32,-8,25,-20,6
CCn1cnc2cc(NCc3ccncc3)ccc21,8,-13,-4,-9,-44,13,8,10,-7
CCS(=O)(=O)NCCc1cc2cc(C)c(C)cc2[nH]c1=O,/,-1,/,/,-124,9,/,-7,/
CSc1nnc(C2CCN(CC(=O)Nc3ccccc3N3CCOCC3)CC2)n1C,-3,0,4,-1,8,-5,10,-2,-13
COc1ccc(CCNc2nc3ccc(C)cc3n3cnnc23)cc1OC,8,1,-4,-5,-40,8,24,7,2
CCc1nc2ccccc2c(C(=O)OCC(=O)Nc2ccc(S(=O)(=O)N3CCOCC3)cc2)c1C,6,-2,4,0,27,6,3,3,11
Cc1cccc(C(=O)c2c[nH]cc2-c2ccccc2)c1,5,0,18,1,27,-9,3,33,2
COc1ccc(C(CNC(=O)c2ccc(C)c(S(=O)(=O)Nc3ccccc3OC)c2)N2CCCC2)cc1 (stereo not given),29,-12,-12,-4,-64,-11,16,9,4
CCOc1ccc(N(CC(=O)Nc2ccccc2C(=O)NC(C)CC)S(C)(=O)=O)cc1 (stereo not given),0,1,-15,-10,5,-1,7,-12,-6
CCOc1ccc(C2CC(c3ccccc3C)n3nc(N)nc3N2)cc1 (stereo not given),6,0,3,-1,-140,-1,23,8,-3
COc1ccc(/C=C/c2nc(-c3ccccc3O)n[nH]2)cc1,22,-3,96*,93*,-58,4,21,3,95*
CC(C#N)Sc1ccc(S(=O)(=O)N(C)C2CCCCC2)cn1 (stereo not given),11,-5,-3,-6,12,-7,24,0,14
Cc1cccc(NC(=O)COC(=O)c2nn(C)c(=O)c3ccccc23)c1C,-6,0,-11,8,2,-7,18,12,-6
Oc1ccc2ccccc2c1C=NNc1ccccn1,/,-45,/,/,-42,21,/,-6,/
CCN(C[C@H]1N[C@@](C)(C(=O)OC)[C@H]2C(=O)N(C)C(=O)[C@@H]12)C(=O)C1CCCCC1,5,1,29,-2,-1,12,6,-9,7
COc1cccc(/C=N/n2nnnc2N)c1OCc1ccccc1Cl,-4,1,0,0,-258,-6,8,-2,-2
CN1CCN(c2nc3c(c(=O)[nH]c(=O)n3C)n2CCSc2nnnn2-c2ccccc2)CC1,-6,1,1,4,-13,7,6,10,-1

# Entries of single compounds as entered above. Screens in order: Apaf-1 inh | SENP1 inh | SENP6 inh | SENP8 block-1 | SENP8 block-2 | HKDC1 inh | NALP3 yeast inh | PfG6PD inh | SENP7 inh
# COc1ccc(C(CNC(=O)c2ccc(C)c(S(=O)(=O)Nc3ccccc3OC)c2)N2CCCC2)cc1 (stereo not given) across the screens: 29 | -12 | -12 | -4 | -64 | -11 | 16 | 9 | 4
# CSc1nnc(C2CCN(CC(=O)Nc3ccccc3N3CCOCC3)CC2)n1C across the screens: -3 | 0 | 4 | -1 | 8 | -5 | 10 | -2 | -13

# Arranged by molecular weight (ascending): part of the list above
SMILES,Apaf-1 inh,SENP1 inh,SENP6 inh,SENP8 block-1,SENP8 block-2,HKDC1 inh,NALP3 yeast inh,PfG6PD inh,SENP7 inh
COc1ccc(-c2nc(=S)[nH][nH]2)cc1,-2,2,-10,-4,7,-7,15,29,2
CCn1cnc2cc(NCc3ccncc3)ccc21,8,-13,-4,-9,-44,13,8,10,-7
Cc1cccc(C(=O)c2c[nH]cc2-c2ccccc2)c1,5,0,18,1,27,-9,3,33,2
Cc1ccc(N=C2NC(=O)S/C2=C\c2ccco2)cc1,-8,-26,4,7,5,0,13,-5,-5
CCS(=O)(=O)NCCc1cc2cc(C)c(C)cc2[nH]c1=O,/,-1,/,/,-124,9,/,-7,/
Cc1cc(Br)ccc1S(=O)(=O)n1ccnc1C,-7,2,-4,-1,0,-5,22,11,1
CC(C#N)Sc1ccc(S(=O)(=O)N(C)C2CCCCC2)cn1 (stereo not given),11,-5,-3,-6,12,-7,24,0,14
CCOc1ccc(C2CC(c3ccccc3C)n3nc(N)nc3N2)cc1 (stereo not given),6,0,3,-1,-140,-1,23,8,-3
COc1cccc(/C=N/n2nnnc2N)c1OCc1ccccc1Cl,-4,1,0,0,-258,-6,8,-2,-2
Cc1cccc(NC(=O)COC(=O)c2nn(C)c(=O)c3ccccc23)c1C,-6,0,-11,8,2,-7,18,12,-6
COCCNc1nc(C)cc(-c2cc(C(=O)NCc3ccccc3)on2)n1,2,2,-12,-3,-293,-3,20,-13,4
O=C(Nc1ccc2c(c1)OCO2)C(c1ccc(Cl)cc1)N1CCC2(CC1)OCCO2 (stereo not given),5,0,-1,2,7,2,-15,2,5
COC(=O)c1ccc(N2CCN(S(=O)(=O)c3ccc(Br)cc3)CC2)c([N+](=O)[O-])c1,15,1,6,0,28,-1,16,5,-5
O=C(NCc1ccccc1Br)c1cccc2c1C(=O)c1ccc(-c3ccc(OC(F)(F)F)cc3)cc1S2(=O)=O,5,-14,0,-12,-4,-6,14,-8,-10

# The list goes on.
SMILES,Apaf-1 inh,SENP1 inh,SENP6 inh,SENP8 block-1,SENP8 block-2,HKDC1 inh,NALP3 yeast inh,PfG6PD inh,SENP7 inh
CC(NC(=O)Nc1ccc(F)cc1F)c1ccncc1 (stereo not given),-15,0,2,8,13,-2,0,-12,5
Cc1ccc(CNC(=O)c2oc3ccc(S(=O)(=O)N4CCC5(CC4)OCCO5)cc3c2C)cc1,16,2,13,-4,17,2,7,-1,-3
O=C(Nc1ccncc1)c1ccc(F)cc1,-11,1,-5,2,18,-6,-3,8,8
O=C(O)c1ccccc1C(=O)N1CCc2c([nH]c3ccccc23)C1C(F)(F)F (stereo not given),1,0,7,-7,15,1,-9,3,-4
O=C(N/C(=C\c1ccco1)C(=O)N1CCCC(CO)C1)c1ccccc1 (stereo not given),-7,-1,-4,1,13,3,14,-2,2
CC(=O)C1=C(C)NC(SCC(=O)c2ccccc2)=C(C#N)C1CC(C)C (stereo not given),-1,-21,-6,5,9,-1,8,56,13
CC(C)=CCN1CCN(Cc2ccc(C#CC(C)(C)O)s2)CC1CCO (stereo not given),-13,2,-2,5,1,4,16,-18,-5
Cc1cccc(C(=O)OCC(=O)NCc2ccc3c(c2)OCO3)c1C,15,2,-4,-8,-4,-2,27,14,0
CCNC(=O)C1CN(S(=O)(=O)c2ccccc2)CCN1S(=O)(=O)c1ccccc1 (stereo not given),-3,1,4,-2,16,-8,-6,-9,0
CCOC(=O)c1ccc(NC(=O)CCOc2ccc(OC)cc2)cc1,-8,-2,17,6,11,1,24,2,6
Cc1cccc(-c2cc3nc4c(c(N5CCOCC5)n3n2)CCCC4)c1,29,1,65*,53*,-198,9,26,35,5
CC(=O)Nc1cccc(C(=O)OCC(=O)c2ccc(S(=O)(=O)N3CCCCC3)cc2)c1,39,1,1,-3,17,4,14,4,8
CC1(C)Cc2nc(NCCN3CCOCC3)c(C#N)cc2CO1,5,3,-21,-6,-113,-2,11,-13,11
CC(C)CC1CCCC12NC(=O)NC2=O (stereo not given),/,2,/,/,15,1,/,1,/
CCOc1ccc(CCNC(=O)CCc2nc(-c3ccc(OC)cc3)no2)cc1OCC,-5,-1,-10,1,17,-5,3,-14,-3
O=C(c1ccc(COc2ccc(Cl)cc2)o1)N1CCN(Cc2ccc3c(c2)OCO3)CC1,19,2,-7,5,24,-3,26,2,5
O=C1CCN(CCc2ccccc2)CCN1[C@H](CO)Cc1ccccc1,-6,-2,-10,-9,10,-6,13,1,10
CC1CCCN(C(=O)CSc2nnc(-c3cccs3)o2)C1 (stereo not given),-1,1,-3,-11,-6,-6,19,13,2
NC(N)=Nc1ccc(N=C(N)N)cc1,/,3,/,/,23,-4,/,1,/
CS(=O)(=O)c1ccc(C(=O)Nc2ccc(S(=O)(=O)N3CCCCC3)cc2)cc1,3,1,5,1,11,-4,14,11,-1

# Screening data: PubChem, Sanford-Burnham Center for Chemical Genomics
